Statin myotox sup: suppressors of statin myotoxicity in C2C12 myotubes, primary screen, cell-based, single point, plate reader. C2C12 myotubes + simvastatin, ATP luminescence, 48 h; scaled: DMSO 0, geranylgeraniol control 100. rescue of ATP level, % at 7.49 µM. 0.78% of 330,000 active. AID 602340, 2012;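 active = mean ATP rescue above about 67%, or every replicate alone reaching that limit, limit read from the data, passing the limit was not always enough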;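 note: myotubes were challenged with 10 µM simvastatin during compound exposure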
miR-122 sensor: miR-122 Renilla sensor signal increase in Huh7, primary screen, miR-122 inhibitor project, cell-based, single point, plate reader | Huh7 miR-122 Renilla luciferase sensor, 48 h; neutral wells = 0, positive control = 100 | activation (reporter increase), % at 12.5 µM | 0.3% of 340,000 active;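 active = mean replicate activation score at least 90 and every replicate individually at or above 90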;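 note: higher luciferase means less miR-122 activity so hits act as miR-122 inhibitors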
ERp5 inh: inhibitors of ERp5-driven insulin aggregation, primary screen, biochemical, turbidity, absorbance 650 nm, single point; Protein disulfide-isomerase A6 (Homo sapiens), Q15084; 90 min; inhibition, % at 9.99 µM; 0.05% of 350,000 active;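 active = mean replicate inhibition above about 25%, with every replicate also reaching it, limit read from the data, passing the limit was not always enough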
Target sequence (Q15084 whole entry, looked up): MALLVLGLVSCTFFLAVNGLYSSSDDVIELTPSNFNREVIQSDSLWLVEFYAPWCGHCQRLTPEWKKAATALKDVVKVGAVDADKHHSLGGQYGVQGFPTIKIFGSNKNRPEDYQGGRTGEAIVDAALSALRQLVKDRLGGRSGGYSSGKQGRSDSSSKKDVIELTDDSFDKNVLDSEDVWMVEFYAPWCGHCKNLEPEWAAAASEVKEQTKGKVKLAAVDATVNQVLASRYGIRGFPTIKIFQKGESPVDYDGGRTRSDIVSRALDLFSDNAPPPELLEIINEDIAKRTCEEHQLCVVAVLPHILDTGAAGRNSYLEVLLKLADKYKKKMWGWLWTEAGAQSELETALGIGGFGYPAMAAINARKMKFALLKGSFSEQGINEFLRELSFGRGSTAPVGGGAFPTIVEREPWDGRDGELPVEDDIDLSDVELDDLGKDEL
Cneo AK release: Cryptococcus neoformans cell lysis inducers, primary screen, AK release luminescence, single concentration; C. neoformans lysis, adenylate kinase release luminescence, 4 h; normalised: neutral wells 0, clomiphene wells 100; lysis activity, % at 15 µM; 0.2% of 360,000 active; AID 651654, 2012;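 active = mean lysis activity across replicates of at least 80%, whatever share of replicates individually reach that level; inactive = mean lysis activity below 80%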
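Test system: log-phase Cryptococcus neoformans yeast cells. Input: 5 × 10^6 yeast cells/mL. Medium: fresh YPD growth medium. Doses: single dose. Incubation: static 4 h at 37 °C with compound, 1 h detection. Measured by: luminescent adenylate kinase detection reagent. Read-out: signal increase indicating cell lysis. Benchmarks: Clomiphene.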
esBAF inh: Bmi1 luciferase reporter increase in mESCs, primary screen, esBAF inhibitor project, mouse ES cells, Bmi1 luciferase knock-in, single point; 24 h; 100% = twice the neutral-well signal; reporter increase, % at 12.5 µM; 2% of 350,000 active; in the data active = activation above about 40%;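 note: 0% = median of the plate's neutral control wells and 100% = double that signal; a rise in the Bmi1 reporter signal indicates esBAF inhibition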
ARNT-TACC3 inh: disruptors of ARNT/TACC3 protein interaction, primary screen, biochemical, AlphaScreen, single concentration; Transforming acidic coiled-coil-containing protein 3 (Homo sapiens), Q9Y6A5; inhibition, % at 9.99 µM; AlphaScreen His-ARNT PAS-B/GST-TACC3 binding, luminescence; TACC3 fragment carries E629A point mutation; 0.66% of 390,000 active;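 active = mean inhibition of replicates at least 50% and at least half of replicates each reaching 50%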;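 note: 0% = complete ARNT plus TACC3 wells and 100% = ARNT alone without TACC3; many hits fall short of the cut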
SIRT5 block: SIRT5 desuccinylase inhibitors, primary screen, biochemical, fluorescence imaging, single point, set 5. NAD-dependent protein deacylase sirtuin-5, mitochondrial (Homo sapiens), Q9NXA8. Purified SirT5, succinyl-peptide AMC, trypsin-coupled fluorescence. inhibition, % at 15 µM. 1.1% of 330,000 active; in the data active = inhibition above about 15%
Target sequence (Q9NXA8 whole entry, looked up): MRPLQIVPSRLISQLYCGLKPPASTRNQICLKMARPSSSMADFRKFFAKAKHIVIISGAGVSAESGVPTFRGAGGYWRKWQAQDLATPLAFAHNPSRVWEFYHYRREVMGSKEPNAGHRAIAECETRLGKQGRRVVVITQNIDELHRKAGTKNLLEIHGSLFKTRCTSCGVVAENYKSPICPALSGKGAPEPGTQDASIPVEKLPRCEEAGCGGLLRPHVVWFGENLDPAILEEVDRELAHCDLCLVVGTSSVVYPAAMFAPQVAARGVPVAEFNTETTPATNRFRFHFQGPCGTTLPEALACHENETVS
* = called active by the depositor; x = not tested or not shown; & = joins results of further samples; [ ] = another dose, or the depositor's remark.

SMILES	Statin myotox sup	miR-122 sensor	ERp5 inh	Cneo AK release	esBAF inh	ARNT-TACC3 inh	SIRT5 block
Cc1ccc(CN2CCS(=O)(=O)CC2)o1	x	x	1.6	x	x	-4.0	-2.7
COc1ccc(/C=C/CN2CCN(Cc3ccc(C)cc3)C(CCO)C2)cc1 (stereo not drawn)	4.5	-0.1	1.8	x	-4.8	2.6	-4.5
COc1ccc(NC(=O)Nc2ccc3c(c2)C(=O)N([C@H](C)CO)C[C@H](C)[C@H](CN(C)Cc2ccc(C(F)(F)F)cc2)OCCCC[C@@H](C)O3)cc1	18.9	10.8[16.7 µM]	-15.1	-0.8	-3.6	-4.4	9.8
COc1ccccc1-c1cnc2c(Nc3cccc(OC(F)(F)C(F)F)c3)nccn12	-5.1	-4.2	7.2	-0.9	13.6	x	x
COc1ccc(NC(=O)N2C[C@@H](O)COC[C@H]3O[C@H](CC(=O)NC4Cc5ccccc5C4)CC[C@@H]32)cc1	-8.2	0.5[16.7 µM]	-2.9	-0.3	-3.2	3.4	-1.1
O=C(CN1CCOCC1)NCCC12CC3CC(CC(C3)C1)C2	9.2	0.9	x	1.1	4.2	-14.8	x
COc1ccc(CCNCC(=O)Nc2ccc(C)c(S(=O)(=O)N(C)C)c2)cc1OC	10.8	7.3	1.9	-0.7	-1.8	-4.2	-1.7
CNC[C@@H]1Oc2cc(C#CC(C)(C)O)ccc2S(=O)(=O)N([C@@H](C)CO)C[C@@H]1C	-9.0	12.7[16.7 µM]	10.5	-2.8	4.8	9.5	-5.4
CSc1nnc([C@H](Cc2c[nH]c3ccccc23)NC(=O)OC(C)(C)C)o1	3.0	x	-8.0	x	21.9	0.1	-0.2
CC1=Nc2ccccc2/C1=C/c1c(C)[nH]c2ccccc12	-16.1	13.8	x	-3.1	-10.9	4.4	x
Cn1c(=O)c2c(-c3ccccc3)n(-c3ccc(N)cc3)cc2n(C)c1=O	-6.6	-2.8	5.7	1.2	-5.6	x	-0.2
Cc1cc(C)nc(SCCC(=O)N(C)C)n1	x	-4.2	x	0.5	x	1.6	x
CN(C)CCn1c(NC(=O)c2ccc(Cl)cc2)nc2ccccc21	-4.7	6.9	x	-1.0	55.6*	2.2	x
Nc1cc(N)nc(SCCc2ccccc2)n1	5.2	9.2	0.9	-2.2	26.7	-3.8	-6.6
CCc1noc(C)c1C(=O)OCC(=O)NC(C)c1ccccc1 (stereo not drawn)	-5.1	x	-12.9	-2.0	-2.4	0.1	-0.1
C[C@@H]1CN([C@@H](C)CO)C(=O)Cc2cc(NC(=O)C3CC3)ccc2O[C@H]1CN(C)CC1CC1	-13.2	-3.8[16.7 µM]	7.7	0.8	7.5	6.8	-3.8
CC(C)CC(COCc1cccc(Cl)c1)N1CCN(C(=O)c2ccc(C(F)(F)F)cc2)CCC1=O (stereo not drawn)	-15.5	0.3	5.5	0.9	0.3	-2.5	x
COc1ccc(S(=O)(=O)N2CCCCC2)cc1NC(=O)C1CC1	20.2	2.9	4.6	-0.1	-1.7	x	0.3
COC(=O)c1ccccc1NC(=O)c1cccc(NC(=O)CSCc2ccccc2)c1C	-1.1	-1.7	x	x	-1.2	-10.0	x
CCOc1cc(NC(=S)NCCOC)c(OCC)cc1NC(=O)c1ccco1	-2.1	19.7	-4.8	1.0	-1.7	1.3	-2.4
CC(=O)c1c(C)[nH]c(C(=O)N2CCN(C(=O)c3ccco3)CC2)c1C	-2.6	-2.3	x	1.8	-0.2	-6.1	x
Cc1ccccc1S(=O)(=O)NCC[C@@H]1CC[C@H](NC(=O)Nc2cccc(Cl)c2)[C@H](CO)O1	10.7	12.2[16.7 µM]	-1.1	-2.3	9.0	41.5	-0.1
CSCc1cc(N(C)C)nc(SCc2ccc(Cl)cc2Cl)n1	16.4	-2.3	x	6.1	1.5	-1.5	x
Clc1ccc(Sc2cnc3ccccc3n2)cc1	x	-2.5	x	0.0	44.7*	-11.1	x
CCN1C(=O)N/C(=C/c2ccc(C)o2)C1=O	x	x	-6.0	x	x	-2.2	4.9
Cc1ccc(CCNC(=O)CN(c2ccc(C)cc2)S(=O)(=O)c2c(C)noc2C)cc1	-12.7	-6.5	-0.3	1.8	2.1	0.6	-0.5
CCOc1ccc(OCC(=O)OCC(=O)N(CC(C)C)c2c(N)n(Cc3ccccc3)c(=O)[nH]c2=O)cc1	-13.7	1.9	1.1	7.7	-10.4	-0.3	-3.4
O=[N+]([O-])c1ccc(-c2csc(N3CCCCCC3)n2)cc1	-8.1	x	-0.5	-0.2	26.9	-19.8	-4.3
O=C(O)c1ccccc1CSc1ccccn1	7.8	-6.7	-5.0	-0.8	-2.5	-5.7	-4.1
COc1sc(SC)cc1/C=N/NC(=O)c1ccncc1	-1.3	0.6	2.8	0.3	-0.7	-4.2	0.5
NC(=O)C1CCN(Cc2nc(-c3ccccc3)no2)CC1	x	3.7	x	2.3	x	-3.3	x
O=C(COc1ccc(/C=N/NC(=O)CSCc2ccc([N+](=O)[O-])cc2)cc1)NCc1ccco1	x	x	-6.5	x	x	-5.1	-1.7
CCOC(=O)c1ccccc1NC(=O)COC	x	-5.3	x	-1.5	-20.2	3.1	x
COc1ccc(CCNc2c([N+](=O)[O-])ncn2C)cc1OC	x	x	x	-3.0	x	-12.8	-1.8
C=CCn1c(SCC(=O)Nc2ccc(Br)cc2)nc(O)c(CC)c1=O	6.0	-1.1	2.8	0.5	0.1	3.2	-2.1
COc1ccc(CCNC(=O)C(C)n2nc(C)c3c(C)n(-c4ccc(C)cc4)nc3c2=O)c(OC)c1 (stereo not drawn)	-9.2	0.0	-0.9	11.3	-3.1	3.5	-1.6
Cc1cccc(NC(=O)c2c(C)nn(-c3ccccc3)c2Cl)c1	x	x	-0.5	x	x	4.6	0.4
O=C(CN1C(=O)NC(Cc2ccccc2)(Cc2ccccc2)C1=O)NCC1CCCCC1	-0.5	-15.4	x	-3.8	-5.5	-8.0	x
CCOC(=O)NN1C(=O)c2ccccc2NC1c1cccc(O)c1 (stereo not drawn)	x	x	-4.0	x	x	-3.5	-8.3
CC(=O)c1ccc2c3c(cccc13)C(=O)N(CCc1ccccc1)C2=O	x	8.7	2.2	0.6	x	2.2	-1.6

Brought forward from above: 6 compounds; new compounds follow.
SMILES	Statin myotox sup	miR-122 sensor	ERp5 inh	Cneo AK release	esBAF inh	ARNT-TACC3 inh	SIRT5 block
C=CCn1c(SCC(=O)Nc2ccc(Br)cc2)nc(O)c(CC)c1=O	6.0	-1.1	2.8	0.5	0.1	3.2	-2.1
COc1ccc(CCNC(=O)C(C)n2nc(C)c3c(C)n(-c4ccc(C)cc4)nc3c2=O)c(OC)c1 (stereo not drawn)	-9.2	0.0	-0.9	11.3	-3.1	3.5	-1.6
Cc1cccc(NC(=O)c2c(C)nn(-c3ccccc3)c2Cl)c1	x	x	-0.5	x	x	4.6	0.4
O=C(CN1C(=O)NC(Cc2ccccc2)(Cc2ccccc2)C1=O)NCC1CCCCC1	-0.5	-15.4	x	-3.8	-5.5	-8.0	x
CCOC(=O)NN1C(=O)c2ccccc2NC1c1cccc(O)c1 (stereo not drawn)	x	x	-4.0	x	x	-3.5	-8.3
CC(=O)c1ccc2c3c(cccc13)C(=O)N(CCc1ccccc1)C2=O	x	8.7	2.2	0.6	x	2.2	-1.6
COc1ccc(N(CC(=O)Nc2cc(C)on2)S(=O)(=O)c2cc(C)ccc2C)cc1	25.9	232.0*	x	-0.4	8.6	25.5	x
CC(C)CC(=O)Nc1nnc(SCC(=O)NCC2CCCO2)s1 (stereo not drawn)	-2.9	x	0.1	3.9	-5.2	-8.5	-3.8
C[C@H]1CN([C@@H](C)CO)C(=O)c2cccc(NC(=O)c3cnccn3)c2O[C@@H]1CN(C)CC1CC1	16.4	4.2[16.7 µM]	2.6	5.4	0.1	7.2	-1.2
CCCCCCN(C(=O)CCl)c1ccccc1	-61.9	-19.7	-11.4	-2.9	-1.2	13.3	x
COc1ccc(CCNC(=O)CSc2nnnn2-c2ccccc2)cc1	-1.6	x	x	1.8	6.7	-0.2	x
COc1ccc(NS(=O)(=O)N2CCOCC2)cc1	x	-4.8	11.7	1.9	x	0.7	-1.3
Cc1ccc(C)c(S(=O)(=O)N2CCCN(C)CC2)c1	10.8	6.2	-0.4	2.5	0.3	x	0.3
N#Cc1nc(-c2ccc(F)cc2)oc1N1CCCCC1	-13.7	x	1.9	-0.9	7.8	-19.0	-3.6
Cc1c(-c2ccccc2)n[nH]c1C(=O)NN	x	x	1.6	x	x	2.4	-5.3
Cc1cnc(CNC(=O)C2CCC(=O)N(CCc3cccc(F)c3)C2)[nH]1 (stereo not drawn)	-1.8	-6.0	-7.2	-0.3	-1.4	4.6	-3.7
O=C1CC(c2ccccc2)NC(=O)N1 (stereo not drawn)	x	-4.9	x	-1.4	-12.8	-4.0	x
CC(=O)Nc1ccc(-c2csc(Nc3ccc(Cl)cn3)n2)cc1	x	x	2.7	x	x	-1.2	3.3
C[C@@H]1CN([C@@H](C)CO)S(=O)(=O)c2ccc(C#Cc3cccc(F)c3)cc2O[C@@H]1CN(C)CC1CC1	-9.0&7.8	8.7	2.9&-1.4	0.9&0.5	0.4&-2.0	-4.5	-1.0&11.0
CCCCOc1ccc2ccccc2c1C=O	-11.8	-0.7	x	-2.5	73.1*	1.9	x
COc1ccc(-c2ccc3c(c2)S(=O)(=O)c2cccc(C(=O)N4CCN(c5ccccn5)CC4)c2C3=O)cc1OC	-37.2	3.4	-4.0	-1.9	5.1	x	1.4
COCCNC(=O)C[C@@H]1C[C@H]2c3cc(NC(=O)CC4CC4)ccc3O[C@H]2[C@@H](CO)O1	-3.6	2.0[16.7 µM]	5.5	-0.9	-3.3	-10.6	1.8
O=S(=O)(c1ccc2nnn(O)c2c1)N1CCOCC1	-0.1	0.9	2.6	2.3	-4.6	-5.4	0.8
Cc1cc(C(=O)C(=O)N(C)C)c(C)n1-c1ccc(Cl)c(Cl)c1	0.9	-2.9	-0.4	-0.2	1.0	x	-1.0
COc1ccc(NC(=O)CN(C)S(=O)(=O)c2ccc3c(c2)NC(=O)CS3)cc1	3.7	45.2	-2.2	1.6	-1.4	7.2	-1.2
CC(NCC(O)COC1CCC(C(C)(C)C)CC1)c1ccccc1 (stereo not drawn)	-5.1	4.9	3.6	4.0	-13.1	-18.5	0.5
COc1ccccc1C(=O)NCC(=O)OCc1csc(-c2ccccc2)n1	x	20.7	x	-1.7	x	-0.9	x
O=C(OCc1ccccc1)N1CCC2CC1c1ccc(N3CCOCC3)cc12 (stereo not drawn)	0.1	14.2	4.3	-0.8	46.5*	x	x
C[C@@H]1CN([C@H](C)CO)C(=O)c2cc(NS(=O)(=O)c3ccc(Cl)cc3)ccc2O[C@@H]1CN(C)CC1CCCCC1	-16.6	-13.5[16.7 µM]	-0.7	6.6	6.0	26.6	-0.5
Cc1noc(C)c1NC(=O)N(C)C[C@H]1Oc2ccc(NC(=O)Cn3cnnn3)cc2C(=O)N([C@@H](C)CO)C[C@@H]1C	-41.9	3.3[16.7 µM]	-0.5	0.6	1.5	1.2	-8.2
CCn1ncc(-c2ccnc3cc(C(=O)O)nn23)c1C	x	x	6.8	x	x	-13.5	-10.5
Cc1cccc(Cl)c1NC(=S)NCCc1ccccn1	x	x	2.4	x	x	2.5	-1.3
COC(=O)c1ccccc1NC(=O)COC(=O)/C=C/c1ccco1	16.5	8.9	0.7	-3.8	-4.7	28.8	-2.4
COCCCNC(=S)NCCNc1nc2cc(C)cc(C)c2cc1C#N	x	x	7.6	x	x	-5.8	-2.6
CC(C)(C)NC(=O)COC(=O)/C=C/c1ccccc1[N+](=O)[O-]	18.6	-5.1	x	3.7	0.0	-1.3	x

High-throughput results: PubChem BioAssay, Broad Institute
